ERp5 inh = ERp5 (human) disulfide isomerase inhibition | Q15084 | ERp5 insulin aggregation, absorbance 650 nm, 90 min | inhibition, % at 9.99 µM | 0.05% of 350,000 active;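 active = mean replicate inhibition above about 25%, with every replicate also reaching it, limit read from the data, passing the limit was not always enough; inconclusive = only one of those two criteria met; inactive = neither criterion met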
E-sel inducer = E-selectin induction on HUVECs; P16581; HUVEC E-selectin immunofluorescence imaging; normalized: neutral wells 0, TNF-alpha wells 100; activation, % at 7.58 µM; 0.37% of 260,000 active; AID 686992;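 active = mean E-selectin-positive cell signal at least 10% of the positive control, reached in at least 60% of replicates, without over 20% cell loss; inconclusive = no rule given, readout overlaps actives, possibly toxicity-flagged; inactive = the rest, including those meeting only one limit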;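 note: in these data hits start at about 27%; measured in HUVEC primary endothelial cells; signal is the percent of cells scored E-selectin positive by PE staining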
Target sequence (P16581 whole entry, looked up): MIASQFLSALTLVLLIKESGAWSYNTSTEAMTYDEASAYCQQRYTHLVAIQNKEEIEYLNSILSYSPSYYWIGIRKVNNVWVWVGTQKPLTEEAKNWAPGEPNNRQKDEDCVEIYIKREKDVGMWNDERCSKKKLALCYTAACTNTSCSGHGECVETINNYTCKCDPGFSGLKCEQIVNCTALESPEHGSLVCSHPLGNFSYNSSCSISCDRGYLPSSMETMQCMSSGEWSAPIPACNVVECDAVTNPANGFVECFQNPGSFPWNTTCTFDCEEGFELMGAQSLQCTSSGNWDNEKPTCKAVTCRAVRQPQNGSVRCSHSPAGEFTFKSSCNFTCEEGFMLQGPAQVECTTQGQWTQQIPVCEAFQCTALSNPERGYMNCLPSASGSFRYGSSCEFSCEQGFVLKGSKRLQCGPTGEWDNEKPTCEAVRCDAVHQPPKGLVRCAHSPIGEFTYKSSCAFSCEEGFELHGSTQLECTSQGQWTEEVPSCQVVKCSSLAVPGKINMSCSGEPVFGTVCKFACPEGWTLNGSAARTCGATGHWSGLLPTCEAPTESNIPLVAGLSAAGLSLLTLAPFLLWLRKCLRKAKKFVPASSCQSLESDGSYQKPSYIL
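Test system: HUVEC; input: 3,000 HUVEC/well; measured by: immunofluorescence imaging; read-out: % PE-positive cells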
PglD DTNB = inhibitors of Campylobacter jejuni PglD acetyltransferase | purified PglD enzyme, DTNB colorimetric CoA detection | inhibition, % at 12.5 µM | 0.098% of 360,000 active | AID 602405; in the data active = inhibition above about 16%, passing the limit was not always enough; inconclusive = no clear call, values can overlap the other calls; note: strong numbers were not always called active
C2C12 statin = suppressors of simvastatin-induced myotoxicity in C2C12 myotubes; rescue of ATP level, % at 7.49 µM; 0.78% of 330,000 active; ATP luminescence, 48 h; scaled: DMSO 0, geranylgeraniol control 100;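 active = mean ATP rescue above about 67%, or every replicate alone reaching that limit, limit read from the data, passing the limit was not always enough; inconclusive = no clear call, values can overlap the other calls; inactive = mean under the limit and some replicate under it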;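 note: myotubes were challenged with 10 µM simvastatin during compound exposure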
S100A4 inh HTS = blocks human S100A4 binding to myosin IIA peptide | inhibition, % at 10.7 µM | AID 652163 | 0.14% of 360,000 active | P26447 | S100A4/TAMRA-MyoIIA peptide fluorescence polarization;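 active = mean inhibition of at least 70% across replicates, with every replicate also reaching that level; inconclusive = mean inhibition reaches 70% but some replicates fall short; inactive = mean inhibition below 70%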
Target sequence (P26447 whole entry, looked up): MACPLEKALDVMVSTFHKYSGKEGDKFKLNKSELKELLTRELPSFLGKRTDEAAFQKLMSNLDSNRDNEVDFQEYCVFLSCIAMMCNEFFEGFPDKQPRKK
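Material: S100A4 monomer protein / Buffer or medium: 50 mM HEPES pH 7.2, 10 mM CaCl2, 100 mM KCl / Times: 5 min incubation before reading / Benchmarks: neutral control DMSO, positive control TFP / Reagent: labelled myosin peptide probe, 5 nM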
SIRT5 block = sirtuin-5 (human) deacylase inhibition. Q9NXA8. Purified SirT5, succinyl-peptide AMC, trypsin-coupled fluorescence. inhibition, % at 15 µM. 1.1% of 330,000 active. AID 652115; in the data active = inhibition above about 15%; inconclusive = no clear call, values can overlap the other calls
Target sequence (Q9NXA8 whole entry, looked up): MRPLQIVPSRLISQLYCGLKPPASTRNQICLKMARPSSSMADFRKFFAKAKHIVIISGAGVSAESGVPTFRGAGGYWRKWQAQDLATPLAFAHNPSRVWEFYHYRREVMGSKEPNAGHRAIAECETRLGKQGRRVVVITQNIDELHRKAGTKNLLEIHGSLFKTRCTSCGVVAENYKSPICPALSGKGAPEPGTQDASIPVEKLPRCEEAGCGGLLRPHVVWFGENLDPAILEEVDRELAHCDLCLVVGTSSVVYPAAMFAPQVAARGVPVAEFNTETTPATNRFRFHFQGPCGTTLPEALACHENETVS
DENV2 CPE = inhibitors of DENV2 cytopathic effect. 1.7% of 350,000 active. DENV2-infected cells, cytopathic effect rescue, plate reader. CPE inhibition, % at 9.99 µM; in the data active = CPE inhibition above about 20%, passing the limit was not always enough; inconclusive = no clear call, values can overlap the other calls; tested in BHK-21 cells;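 note: 0% = median of neutral control wells and 100% = median of positive control wells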
The depositor's hits bear a star; ? = inconclusive; · = not tested or not shown; & = joins results of further samples.

SMILES	ERp5 inh	E-sel inducer	PglD DTNB	C2C12 statin	S100A4 inh HTS	SIRT5 block	DENV2 CPE
CCN(Cc1ccccc1)C(=O)CCS(=O)(=O)c1ccc2c(c1)NC(=O)CO2	-5	·	-5	28	-3	-1	4
C[C@@H]1CN([C@H](C)CO)C(=O)Cc2cc(NC(=O)Cc3ccccc3)ccc2O[C@H]1CN(C)S(=O)(=O)c1cccs1	1	0.0	3	-33	-1	-1	2
CCOc1ccc(CCNC(=O)c2nnn(CC(=O)Nc3ccccc3C)c2N)cc1OCC	2	·	-1	12	-3	-5	7
COc1ccc(NC(=O)Nc2ccc3c(c2)C(=O)N([C@H](C)CO)C[C@H](C)[C@H](CN(C)Cc2ccc(C(F)(F)F)cc2)OCCCC[C@H](C)O3)cc1	-16	0.0	-2	-69	157*	2	-4
O=C(NCc1ccccn1)[C@@H]1[C@@H](CO)[C@@H]2Cn3c(cccc3=O)[C@H]1N2CC1CCCCC1	1	0.1	1	0	4	0	4
CNC(=O)C[C@@H]1C(=O)N(Cc2ccccc2)CC1(C)C	5	0.0	·	-2	17	5	-6
Cc1noc(C)c1NC(=O)Nc1ccc2c(c1)C(=O)N([C@H](C)CO)C[C@H](C)[C@H](CN(C)Cc1ccc(Cl)c(Cl)c1)OCCCC[C@@H](C)O2	2	0.0	-2	·	-5	4	35*
COc1cccc(C#Cc2cnc3c(c2)C(=O)N([C@H](C)CO)C[C@@H](C)[C@@H](CN(C)C)O3)c1	-5	0.0	3	14	0	2	?
O=[N+]([O-])c1ccc(N/N=C/c2ccc[nH]2)cc1	3	0.4	-10	·	-15	4	18
O=C(CCNC(=O)c1ccccc1)Nc1nc2ccccc2s1	3	-1.5	0	-13	-10	0	-16
Cc1ccc(S(=O)(=O)N(C)CC(=O)NNC(=O)CCS(=O)(=O)c2ccccc2)cc1	1	·	1	-2	-4	1	-4
Cc1ccc(SCC(=O)OCC(=O)NC(C)c2ccc(F)cc2)cc1 (centres undefined)	-1	·	-4	-6	-4	3	2
CC1=CC2=NC(=O)/C(=C\c3cn(C)c4ccccc34)C(=N)N2O1	2	·	·	·	15	4	1
CCNC(=O)C[C@@H]1CC[C@H]2[C@@H](COc3ccc(NC(=O)c4cc(C)on4)cc3C(=O)N2C)O1	-1	0.0	-1	12	13	-2	1
O=C1CN(C(=O)COC(=O)/C=C/c2ccc(S(=O)(=O)N3CCOCC3)cc2)c2ccccc2N1	2	-1.3	·	·	-2	2	-1
Cc1ccc(NC(=O)c2nc[nH]c2C(=O)NC2CCN(C(=O)OC(C)(C)C)CC2)cc1	2	0.2	-5	4	-2	0	-3
CCC(NC(=O)CC[C@H]1O[C@@H](n2cc(C)c(=O)[nH]c2=O)C[C@@H]1O)c1ccccc1 (some centres undefined)	3	-0.1	0	-4	-1	5	9
O=C(CNCC1CCCO1)Nc1ccc([N+](=O)[O-])cc1C(=O)Nc1ccccc1F (centres undefined)	4	·	3	9	-5	0	3
CC(C(=O)Nc1ccc(C(N)=O)cc1)N1C(=O)c2ccccc2S1(=O)=O (centres undefined)	2	·	·	·	-1	-3	·
O=C(NCc1ccccc1)NCc1cccs1	-6	-0.3	·	8	5	-3	·
O=C1NC[C@@H](CCCCN2C[C@H](Cc3ccc(O)cc3)N(CC3CCCCC3)C(=O)C2=O)N(CC2CCCCC2)C1=O	-4	·	·	·	-1	-3	-3
O=C(Nc1ccc(Br)cc1)c1cc(-c2ccc3c(c2)OCO3)on1	-1	1.1	-3	11	-5	-2	1
N#CCCN1CCN(C2=NC(=O)/C(=C\c3cccs3)S2)CC1	-3	·	·	·	0	2	-10
N#C[C@H]1[C@@H](c2ccccc2-c2ccc(F)cc2)[C@H](CO)N1c1ncc(-c2ccccc2)s1	-9	0.0	·	·	9	1	-6
Cc1onc(-c2ccccc2)c1C(=O)N1CCN(c2ncccn2)CC1	-3	·	-5	8	-2	-2	·

Next section, starting with the last 3 of the part before.
SMILES	ERp5 inh	E-sel inducer	PglD DTNB	C2C12 statin	S100A4 inh HTS	SIRT5 block	DENV2 CPE
N#CCCN1CCN(C2=NC(=O)/C(=C\c3cccs3)S2)CC1	-3	·	·	·	0	2	-10
N#C[C@H]1[C@@H](c2ccccc2-c2ccc(F)cc2)[C@H](CO)N1c1ncc(-c2ccccc2)s1	-9	0.0	·	·	9	1	-6
Cc1onc(-c2ccccc2)c1C(=O)N1CCN(c2ncccn2)CC1	-3	·	-5	8	-2	-2	·
COc1ccccc1S(=O)(=O)N1CC[C@@H]2[C@H](CO)Nc3ccc(-c4ccccc4F)cc3[C@@H]21	4	0.7	2	-43	-7	-1	-1
O=C(O)c1ccn(COc2ccc(Br)cc2)n1	4	-0.9	·	·	-7	-7	4
OC1CCN(Cc2cn(Cc3ccccc3)nc2-c2cc3ccccc3o2)CC1	2	·	·	-12	-21	6	?
COc1ccc(S(=O)(=O)N(C)C[C@@H]2OCCCC[C@H](C)Oc3ccc(NC(=O)Nc4ccc(F)cc4)cc3C(=O)N([C@@H](C)CO)C[C@@H]2C)cc1	-2	0.0	-1	2	-2	3	-3
CC(Sc1ncnc2c1cnn2-c1ccccc1)C(=O)Nc1ccc(N2CCOCC2)cc1 (centres undefined)	7	1.4	-4	4	-4	-1	-4
Nc1ncnc2c1ncn2C1CCCO1 (centres undefined)	1	-2.5	-2	3	-3	1	-8
Cc1cc(C)n(-c2ccc(NC(=O)C3CCCCN3C(=O)c3cccs3)cc2)n1 (centres undefined)	2	-0.1	0	3	2	5	17
C[C@H]1CN([C@@H](C)CO)C(=O)c2cccc(NC(=O)Nc3ccc(F)cc3)c2O[C@H]1CN(C)C(=O)Nc1ccc2c(c1)OCO2	2	0.1	-1	·	-1	7	-7
CC(C)N(C(=O)CSc1nnc(Cc2ccc3c(c2)OCO3)n1C)C(C)C	0	0.4	·	·	2	12	-6
CSc1cccc(NC(=O)c2cc(S(=O)(=O)N3CCCC3)cn2C)c1	-7	·	-1	-24	3	-1	-4
CC(=O)NC[C@@H]1[C@@H](c2ccc(-c3ccccc3F)cc2)[C@@H](CO)N1C(=O)C1CC1	10	0.1	1	22	-2	-7	2
O=C(C1CCCCC1)N1CC(=O)N2[C@H](CO)[C@H](c3ccc(-c4ccccc4F)cc3)[C@H]2C1	-1	-0.2	·	·	5	3	-5
COc1cc(CCC(=O)OCc2ccccc2C#N)cc(OC)c1OC	0	·	3	0	-3	-6	?
COc1ccc(-c2cc(C(=O)NC3CCCC3)c3ccccc3n2)cc1	-1	·	4	-48	-1	-7	?
CCCNC(=O)C[C@H]1C[C@@H]2c3cc(NC(=O)CN(C)C)ccc3O[C@@H]2[C@H](CO)O1	·	0.6	-203	0	·	·	2
C[C@@H]1CN([C@H](C)CO)S(=O)(=O)c2ccc(C#CCN(C)C)cc2O[C@H]1CN(C)C(=O)CC1CC1	-2	-0.2	1	-2	19	2	-2
C[C@H]1CN([C@@H](C)CO)S(=O)(=O)c2ccc(-c3ccncc3)cc2O[C@@H]1CN(C)Cc1cccnc1	13	0.4	1	-8	-46	-2	-5
CC(C)NC(=O)C(=O)NCc1ccccn1	2	-0.1	·	·	1	-10	5
O=C(NCc1ccc2c(c1)OCO2)c1cc(-c2ccncc2)nc2ccccc12	-1	-0.1	-6	39	-1	-1	4
CO[C@@H]1CN(C)C(=O)c2cc(NS(=O)(=O)Cc3ccccc3)ccc2OC[C@@H](C)NC[C@H]1C	1	-0.1	4	12	-31	1	11
CCCN(C)C[C@H]1Oc2ncc(-c3cccc(C(=O)N(C)C)c3)cc2C(=O)N([C@H](C)CO)C[C@@H]1C	1	1.7	-2	3	-3	3	17
C[C@@H]1CN([C@@H](C)CO)S(=O)(=O)c2ccc(Br)cc2O[C@H]1CN(C)C(=O)c1ccc2c(c1)OCO2	-1&-6	0.1&-0.1	-3&-2	-3&5	4&24	-1&6	11&13
COc1ccc(NC2CCCN(C(=O)CN3C(=O)c4ccccc4C3=O)C2)cc1OC (centres undefined)	1	·	-4	-10	-4	0	-1
COc1ccccc1-c1nc(SCC(=O)Nc2ccccc2F)n[nH]1	4	0.1	5	-4	6	-5	5
CN1CCN(C(=O)[C@@H]2[C@@H](CO)[C@@H]3Cn4c(ccc(-c5cccnc5)c4=O)[C@@H]3N2CC2CC2)CC1	2	0.0	2	0	19	-7	3
Cc1cnc(C(=O)OC(C)C(=O)Nc2ccc3c(c2)OCCO3)cn1 (centres undefined)	3	0.2	-1	1	1	-3	0
COc1cc(CNS(=O)(=O)c2ccc3c(c2)CC(C)N3C(C)=O)cc(OC)c1OC (centres undefined)	10	·	4	1	-5	2	7
COC(=O)C1=C(COc2ccccc2)NC(=O)NC1c1ccc(Cl)cc1 (centres undefined)	4	-0.3	·	·	20	·	-2
COc1ccc(S(=O)(=O)N(C)C[C@@H]2Oc3ccc(NS(=O)(=O)c4ccc(Cl)cc4)cc3CC(=O)N([C@H](C)CO)C[C@H]2C)cc1	·	-0.2	1	-10	·	·	?
COc1ccc(CCNC(=O)C2CC(c3ccc([N+](=O)[O-])cc3)=NO2)cc1 (centres undefined)	-3	-0.1	-1	10	5	-4	?

A second format for some results above:
SMILES,ERp5 inh,E-sel inducer,PglD DTNB,C2C12 statin,S100A4 inh HTS,SIRT5 block,DENV2 CPE
CCN(Cc1ccccc1)C(=O)CCS(=O)(=O)c1ccc2c(c1)NC(=O)CO2,-5,·,-5,28,-3,-1,4
C[C@@H]1CN([C@H](C)CO)C(=O)Cc2cc(NC(=O)Cc3ccccc3)ccc2O[C@H]1CN(C)S(=O)(=O)c1cccs1,1,0.0,3,-33,-1,-1,2
CCOc1ccc(CCNC(=O)c2nnn(CC(=O)Nc3ccccc3C)c2N)cc1OCC,2,·,-1,12,-3,-5,7
COc1ccc(NC(=O)Nc2ccc3c(c2)C(=O)N([C@H](C)CO)C[C@H](C)[C@H](CN(C)Cc2ccc(C(F)(F)F)cc2)OCCCC[C@H](C)O3)cc1,-16,0.0,-2,-69,157*,2,-4
O=C(NCc1ccccn1)[C@@H]1[C@@H](CO)[C@@H]2Cn3c(cccc3=O)[C@H]1N2CC1CCCCC1,1,0.1,1,0,4,0,4
CNC(=O)C[C@@H]1C(=O)N(Cc2ccccc2)CC1(C)C,5,0.0,·,-2,17,5,-6
Cc1noc(C)c1NC(=O)Nc1ccc2c(c1)C(=O)N([C@H](C)CO)C[C@H](C)[C@H](CN(C)Cc1ccc(Cl)c(Cl)c1)OCCCC[C@@H](C)O2,2,0.0,-2,·,-5,4,35*
COc1cccc(C#Cc2cnc3c(c2)C(=O)N([C@H](C)CO)C[C@@H](C)[C@@H](CN(C)C)O3)c1,-5,0.0,3,14,0,2,?
O=[N+]([O-])c1ccc(N/N=C/c2ccc[nH]2)cc1,3,0.4,-10,·,-15,4,18
O=C(CCNC(=O)c1ccccc1)Nc1nc2ccccc2s1,3,-1.5,0,-13,-10,0,-16
Cc1ccc(S(=O)(=O)N(C)CC(=O)NNC(=O)CCS(=O)(=O)c2ccccc2)cc1,1,·,1,-2,-4,1,-4
Cc1ccc(SCC(=O)OCC(=O)NC(C)c2ccc(F)cc2)cc1 (centres undefined),-1,·,-4,-6,-4,3,2
CC1=CC2=NC(=O)/C(=C\c3cn(C)c4ccccc34)C(=N)N2O1,2,·,·,·,15,4,1
CCNC(=O)C[C@@H]1CC[C@H]2[C@@H](COc3ccc(NC(=O)c4cc(C)on4)cc3C(=O)N2C)O1,-1,0.0,-1,12,13,-2,1
O=C1CN(C(=O)COC(=O)/C=C/c2ccc(S(=O)(=O)N3CCOCC3)cc2)c2ccccc2N1,2,-1.3,·,·,-2,2,-1
Cc1ccc(NC(=O)c2nc[nH]c2C(=O)NC2CCN(C(=O)OC(C)(C)C)CC2)cc1,2,0.2,-5,4,-2,0,-3

Screening results as filed in PubChem BioAssay.

This is a subset, so the mix of outcomes need not match the whole.
